NOD2-RIPK2 inh: inhibitors of human NOD2-RIPK2 interaction. O43353. CHO BLA complementation NOD2-RIPK2, CCF4 ratio. inhibition, % at 4.98 µM. 0.38% of 360,000 active; in the data active = inhibition above about 21%;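 note: 0% = vehicle only and 100% = reference blocker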
MC4R antagonist: human MC4R antagonism in cAMP assay | P32245 | MC4R-expressing cells, MTII-stimulated cAMP, LANCE TR-FRET | inhibition, % at 6.5 µM | 0.48% of 360,000 active | AID 540295;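 active = inhibition above its plate's cutoff, the mean of tested wells on that plate plus 3 SD, cut at about 29% in these data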;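 note: 0% = Melanotan II alone and 100% = Melanotan II plus saturating MCL0020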
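material = U2OS cells stably expressing human melanocortin 4 receptor (MC4R) | also added = Melanotan II challenge | dosing = single nominal compound dose of 6.5 µM | detection = TR-FRET with Eu-cAMP and labeled anti-cAMP, 671 nm | replication = singlicate | timing = compound 30 min, challenge 1 h, detection 1 h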
N-glyco inh: N-linked glycosylation inhibition; D54 ERlucT glycosylation luciferase reporter, 24 h; percent of 100 nM tunicamycin response; 0.23% of 360,000 active; reporter increase, % at 12.5 µM;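 active = mean luciferase reporter signal, scaled so untreated is 0 and the glycosylation-blocking control 100, at or above a set limit in every replicate; inconclusive = mean reaches the limit but not every replicate does; inactive = mean below the limit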;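 note: luciferase carries N-glycosylation sites so blocking glycosylation raises the light; 0% = median of neutral control wells and 100% = median of 100 nM tunicamycin wells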
TLR9-MyD88 inh: blocks human TLR9 binding to MyD88; Q9NR96+Q99836; inhibition, % at 4.98 µM; AID 504734; 0.21% of 340,000 active; CHO BLA complementation TLR9-MyD88, CCF4 FRET ratio;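 active = inhibition above the mean over all tested compounds plus 3 SD, cut at about 21% in these data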;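 note: 0% = DMSO only wells and 100% = clavulanate BLA inhibitor control wells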
ABHD5-PLIN5 inh: ABHD5-PLIN5 protein interaction inhibition; 0.78% of 360,000 active; Q00G26+Q8WTS1; Split G. princeps luciferase complementation, luminescence, 4 h; inhibition, % at 4 µM;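 active = inhibition above the mean inhibition across every tested compound plus 3 SD, cut at about 22% in these data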;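 note: 0% = DMSO only wells and the 100% control is not disclosed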
Cardio protect: myocardial damage modulation in H9c2 cells; H9c2 cardiomyocytes, H2O2 injury protection, ATPLite, 2 h; protection from H2O2 cell death, % at 20 µM; 0.63% of 360,000 active;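 active = compounds giving at least 50% protection of heart cells from peroxide-induced death in the single-dose screen, raw or plate-pattern-corrected value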;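 note: 0% = DMSO wells with peroxide and 100% = DMSO wells without peroxide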
m5-HT2A agonist: activates the mouse 5-HT2A serotonin receptor. 0.66% of 360,000 active. activation, % at 7.6 µM. AID 624169. P35363. CHO-K1 mHTR2A beta-arrestin complementation, luminescence; percent of 30 µM serotonin response;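 active = activation above a run cutoff, the mean activation of all tested compounds plus 3 SD, cut at about 14% in these data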;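 note: 0% = plate median of compound wells and 100% = 30 µM serotonin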
ABCB6 inh 2: inhibitors of human ABC transporter ABCB6; Q9NP58; 0.19% of 360,000 active; fluorescence ratio to DMSO, % at 10 µM; K562-ABCB6 porphyrin accumulation, flow cytometry, 1 h; active compounds read low;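 active = fluorescence ratio to DMSO below 75%, the collection mean minus 3 SD; inconclusive = too few cells collected in the well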;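 note: signal is porphyrin accumulated inside mitochondria; 100% equals median channel fluorescence of DMSO control wells; lower ratio means ABCB6 inhibition with less porphyrin fluorescence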
MC4R ag barr: activates human MC4R beta-arrestin recruitment. U2OS MC4R beta-arrestin complementation, luminescence; percent of melanotan II response, DMSO zero. P32245. 0.98% of 360,000 active. activation, % at 8.9 µM;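 active = activation above a per-plate cutoff, the mean activation of sample wells on that plate plus 3 SD, cut at about 8% in these data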
SRC2 inh: human SRC2 (NCOA2) inhibition | AID 651957 | Q15596 | inhibition, % at 9 µM | 0.17% of 370,000 active | HEK293 GAL4-SRC2 luciferase reporter, luminescence;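 active = inhibition above the mean inhibition of all tested compounds plus 3 SD, set per campaign, cut at about 52% in these data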;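 note: 0% = DMSO treated cells and 100% = cells given Gossypol at 36 µM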
Numbers without * were called inactive; ? = inconclusive; . = not tested or not shown.

SMILES	NOD2-RIPK2 inh	MC4R antagonist	N-glyco inh	TLR9-MyD88 inh	ABHD5-PLIN5 inh	Cardio protect	m5-HT2A agonist	ABCB6 inh 2	MC4R ag barr	SRC2 inh
C/C=C(/C)C(=O)O[C@@H]([C@H](O)c1cc2ccc(=O)oc2cc1OC)C(C)(C)O[C@@H]1O[C@H](CO)[C@@H](O)[C@H](O)[C@H]1O	-0.8	8.4	-0.9	-4.0	10.0	-1.6	5.2	100.0	-0.5	-14.7
COc1cc(C)nc(Oc2ccc(OCc3ccccc3)nn2)n1	-3.0	-5.0	.	-2.6	1.1	14.5	-2.9	89.0	-3.0	-27.9
CN(C(=O)c1cccc(NC(=O)Cc2ccc(NC(=O)C3CCCN(C(=O)C4CC4)C3)cc2)c1)C1CCCC1 (configuration not stated)	-2.8	3.9	-1.8	-8.5	-3.6	-10.9	-0.8	98.0	-2.5	5.6
NC(=O)C1CC(=O)N(c2ccc(OCc3ccc([N+](=O)[O-])cc3)cc2)C1 (configuration not stated)	1.6	7.6	-0.4	7.8	14.3	-5.9	-0.1	93.0	0.0	-33.1
NS(=O)(=O)c1cnccc1Nc1cccc(Br)c1	-1.4	13.7	-0.3	-4.4	0.9	-2.4	-3.1	94.0	-0.5	-20.2
CCCCCC(C)NC(=O)CN1C(=O)NC(C)(c2ccc3ccccc3c2)C1=O (configuration not stated)	-5.4	12.1	0.5	-2.9	-0.6	-6.1	-2.2	97.0	-3.0	3.9
O=C(NC(=S)NCCC1=CCCCC1)c1ccccc1Br	-3.8	4.8	-2.8	-10.7	-15.9	-10.6	-5.0	100.0	-1.2	-24.0
COC(=O)CSc1nnc2c3c4c(sc3nc(-n3nc(C)cc3C)n12)COC(C)(C)C4	2.1	12.0	-0.5	1.4	-0.2	4.6	0.6	96.0	-0.7	7.9
COc1ccc(OC)c2c1cc(C(=O)N[C@@H](C)C(=O)N[C@@H](C(=O)O)c1ccccc1)n2C	0.7	0.5	2.6	4.7	-2.5	7.2	4.8	93.0	0.3	-41.9
CN(C)C(CNC(=O)c1cc2ccccc2o1)c1ccccc1 (configuration not stated)	0.8	5.4	-4.4	2.9	4.9	-1.0	-12.4	99.0	0.4	3.2
C[C@@H]1CN([C@H](C)CO)C(=O)c2cc(Br)cnc2O[C@H]1CN(C)C	-1.1	11.3	2.2	-3.4	-7.8	1.8	2.3	99.0	-0.3	-0.1
COC(=O)c1cc(CSc2nc3ccc(C)cc3[nH]2)oc1C	-1.1	-1.2	-2.2	-0.9	-1.9	-27.8	-5.8	107.0	-3.0	9.9
Cc1c(C)c2ccc(OCC(=O)Nc3ccc(S(N)(=O)=O)cc3)c(C)c2oc1=O	-9.8	1.6	-0.3	-2.0	8.1	-8.0	2.1	99.0	-1.5	-29.2
CCN1CCN(CC(=O)N2c3ccccc3CC2C)CC1 (configuration not stated)	-6.6	-0.9	1.7	0.3	1.8	2.7	2.0	98.0	-1.6	-6.9
O=C(CSc1nc(C2CC2)n(-c2ccccc2)n1)NCc1ccco1	5.7	4.5	-3.8	2.9	6.1	3.5	0.6	101.0	-0.7	3.1
Cc1cccc(C)c1NC(=O)NC1CC2CCC(C1)N2Cc1cccs1 (configuration not stated)	-2.2	5.0	-1.2	5.2	2.2	0.8	-0.4	105.0	0.0	-5.1
Cc1ccc(O)c(NC(=S)NC(=O)C(C)C)c1	-7.5	1.1	-0.3	4.7	-6.5	-5.5	1.5	99.0	-1.8	-15.6
O=C(NCCC1CCCCN1S(=O)(=O)c1ccc(F)cc1)C(=O)NCc1ccncc1 (configuration not stated)	11.2	-0.1	-1.6	1.3	-1.7	0.7	2.5	96.0	-1.3	2.1
CC(=O)c1ccc(S(=O)(=O)Nc2ccc(Cl)c(S(=O)(=O)N3CCCC3)c2)cc1	12.9	6.7	2.2	2.6	4.0	-5.3	2.4	98.0	-1.1	6.3
CCOC(=O)c1ccccc1NC(=S)N1CCC(N2CCCCC2)CC1	-6.1	11.4	-1.6	-7.9	-8.7	0.0	-1.4	100.0	3.8	6.3
COc1ccc(NC(=O)CN(C)C(=O)c2cc(-c3ccccc3)nc3ccccc23)cc1	-1.9	3.0	0.6	6.6	0.3	4.0	5.3	92.0	-2.1	1.6
COc1ccc(C2=Nn3c(nnc3-c3ccccc3OC)SC2)cc1OC	8.7	-47.8	10.6	17.1	11.5	15.3	-0.1	103.0	-1.7	7.2
COc1ccc(OCC(=O)N/N=C/c2cccn2-c2cccc(C(=O)O)c2)cc1	-0.2	3.7	0.5	-5.9	-2.8	-6.3	3.6	102.0	-2.8	-44.8
CN(C)C(/C=C/Nc1ccc(F)cc1)=C(C#N)C#N	3.6	11.2	1.9	0.8	5.3	2.8	-2.5	102.0	0.1	20.3
COc1ccc(CC(=O)NNc2ncnc3c2cnn3C)cc1	3.4	-0.2	6.2	1.5	-6.0	9.6	-0.5	97.0	-2.0	-63.8

Next section:
SMILES	NOD2-RIPK2 inh	MC4R antagonist	N-glyco inh	TLR9-MyD88 inh	ABHD5-PLIN5 inh	Cardio protect	m5-HT2A agonist	ABCB6 inh 2	MC4R ag barr	SRC2 inh
C/C(=N\Nc1ccc(C(F)(F)F)cc1[N+](=O)[O-])C1CC1	-2.9	4.8	-1.7	3.0	0.9	-13.6	-0.7	102.0	2.7	-18.3
O=C(O)CN1CCN(Cc2ccc(Cl)cc2)C1=O	0.1	17.3	0.6	-2.2	4.3	3.5	-2.2	96.0	-3.1	2.0
Nc1ccc(Nc2nc(-c3ccncc3)cs2)cc1	-8.3	-4.6	-10.5	0.4	-1.3	3.8	-0.5	97.0	0.9	-9.4
COc1cc(CNCc2ccc(OC)c3ccccc23)cc(OC)c1OC	0.8	10.9	-1.8	2.2	1.2	-13.3	3.2	95.0	3.5	10.3
CCCN(CCC)S(=O)(=O)c1ccc(C(=O)N2CC3CCC(CC3)C2)cc1	3.7	3.1	2.4	-6.4	-5.0	-2.7	-1.2	100.0	-2.8	15.8
CCOC(=O)c1c(NC(=O)CSc2nnc(CNc3ccc(OC)cc3)n2C)sc(C)c1C	-6.6	1.2	-0.1	-0.5	3.2	3.2	-3.3	94.0	-0.3	7.1
Cc1ccc(-c2nc(SC(C)C(=O)NC3CC3)n[nH]2)cc1 (configuration not stated)	-5.9	0.2	1.9	-4.9	0.0	6.7	4.0	95.0	-0.7	-25.0
COCCNC(=O)C(=O)Nc1cccc(Br)c1	-4.1	-5.8	0.6	8.2	-1.6	-2.9	3.9	84.0	-1.2	-47.8
COc1ccc(NC(=O)CCCC2=NS(=O)(=O)c3ccccc3N2)cc1	-9.8	2.2	-0.5	-1.2	8.3	-3.1	-0.1	105.0	0.8	-2.0
Cn1c(NC(=O)c2ccco2)c(-c2ccc(Cl)cc2)c(=O)c2ccccc21	9.6	0.3	1.5	-2.1	-0.6	3.6	-3.8	100.0	-1.0	22.3
COc1cc(C(=O)NCCC(=O)NC2CCCCC2)cc(OC)c1OC	2.8	4.2	-0.1	2.8	2.2	4.9	-1.7	93.0	0.9	-7.0
CCOc1ccccc1NC(=O)c1ccccc1-c1ccccc1	9.2	2.5	-4.0	-7.2	-9.9	-4.4	-6.5	98.0	-0.4	4.4
CCCN1CCN(CCNC(=O)Nc2cc(C)ccc2C)CC1	-2.0	-3.1	-4.1	3.1	-4.3	4.3	-3.9	95.0	-1.4	-26.7
Cc1c(CCO)c(=O)[nH]n1S(=O)(=O)c1ccccc1	2.1	17.1	-1.1	10.6	-8.4	2.6	1.0	96.0	0.6	-10.1
O=C(Nc1ncc([N+](=O)[O-])s1)c1ccc2c(c1)OCO2	-3.8	-1.2	-18.8	8.8	5.0	-16.7	-3.6	96.0	-0.5	44.2
CC(=O)c1sc(NC(=O)C2CC(=O)N(Cc3ccco3)C2)nc1-c1ccccc1 (configuration not stated)	-11.4	6.9	1.5	-4.3	9.9	7.2	-6.5	95.0	0.6	-10.1
C[C@@H]1CN([C@H](C)CO)C(=O)CCCn2nncc2CO[C@H]1CN(C)Cc1ccc(Cl)c(Cl)c1	2.2	-4.3	-2.6	-0.9	10.2	1.8	-3.4	97.0	-1.0	17.4
COc1ccc(N2CCN(C(=O)CSc3nnc(C)c(=O)[nH]3)CC2)cc1	-14.9	-2.7	-3.6	9.9	-3.4	0.2	2.2	96.0	0.7	10.6
COc1ccccc1CN(C)C(=O)c1sccc1-c1ccccc1	6.4	10.2	.	-6.0	-5.4	-5.6	-2.7	89.0	0.0	-31.4
C/C(=N\NC(=O)c1ccc(Cl)cc1)c1ccc2[nH]ccc2c1	-7.5	-2.5	4.2	-4.1	0.4	-1.0	-4.3	99.0	-1.0	-30.4
Cc1cccc(NC(=O)C2CCCN(S(=O)(=O)c3c(C)nn(C)c3C)C2)n1 (configuration not stated)	-7.2	1.8	-2.9	4.9	1.6	-2.7	0.4	99.0	1.0	-0.6
CC1CN(C(=O)COC(=O)/C=C/c2ccc(C(F)(F)F)cc2)CC(C)O1 (configuration not stated)	-10.1	-0.8	-0.1	-3.9	0.3	-3.6	3.2	103.0	-2.1	4.3
O=CC1=C(c2ccccc2)Oc2ccccc2O1	-6.4	15.7	?	-6.9	30.0*	-17.9	6.7	100.0	5.8	32.5
O=C(c1ccc2snnc2c1)N1CCCC1	-3.4	16.0	1.3	-2.2	2.4	-5.3	2.0	97.0	-1.5	2.3
CCC(Sc1nc(C)cc(C)n1)C(=O)O (configuration not stated)	3.0	2.0	0.8	-6.8	-5.4	2.2	1.4	97.0	-0.1	13.6

Following part
SMILES	NOD2-RIPK2 inh	MC4R antagonist	N-glyco inh	TLR9-MyD88 inh	ABHD5-PLIN5 inh	Cardio protect	m5-HT2A agonist	ABCB6 inh 2	MC4R ag barr	SRC2 inh
COc1ccc(/C=N/NC(=O)c2sc(C)nc2C)cc1	-2.5	-9.0	14.0	-0.9	-4.1	2.0	-4.5	99.0	-0.2	-9.2
CC(=O)c1sccc1NC(=O)CC(C)(C)CC(=O)O	-8.6	1.4	1.5	.	4.6	1.6	-0.2	99.0	0.5	8.2
O=C(NN=Cc1ccccc1O)C1CC1	-14.3	-5.4	-1.0	-7.6	-6.9	6.0	-2.2	95.0	-1.9	-13.2
CCCCn1c(N)c(N(CC(C)C)C(=O)C2CCC2)c(=O)[nH]c1=O	-6.6	8.7	1.4	-6.4	-2.8	-2.0	-8.4	101.0	1.8	-1.3
COc1ccc(S(=O)(=O)NC2CCCC2)c(OC)c1	-8.5	1.6	0.8	1.0	4.2	3.7	-1.1	99.0	-0.4	-21.2
CCc1ccc2c(c1)NC(=O)C2(C)Cc1ccc(OC(F)(F)F)cc1 (configuration not stated)	13.7	4.2	-1.7	.	-10.5	-0.8	2.0	91.0	-0.4	-3.0

High-throughput results deposited in PubChem BioAssay by several laboratories.

Not all compounds are listed; the hit share may differ from the screen's.
